Assay outcomes (PubChem BioAssay)
p47phox inh: inhibitors of human p47phox binding | inhibition, % at 24.7 µM | p47phox/p22phox peptide binding, fluorescence polarization, 2 h | actives 0.53% (n = 220,000);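 active = inhibition above about 30%, limit read from the data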;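 also: 0% = p47phox with labelled peptide and 100% = labelled peptide alone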
Target sequence (P14598 whole entry, looked up): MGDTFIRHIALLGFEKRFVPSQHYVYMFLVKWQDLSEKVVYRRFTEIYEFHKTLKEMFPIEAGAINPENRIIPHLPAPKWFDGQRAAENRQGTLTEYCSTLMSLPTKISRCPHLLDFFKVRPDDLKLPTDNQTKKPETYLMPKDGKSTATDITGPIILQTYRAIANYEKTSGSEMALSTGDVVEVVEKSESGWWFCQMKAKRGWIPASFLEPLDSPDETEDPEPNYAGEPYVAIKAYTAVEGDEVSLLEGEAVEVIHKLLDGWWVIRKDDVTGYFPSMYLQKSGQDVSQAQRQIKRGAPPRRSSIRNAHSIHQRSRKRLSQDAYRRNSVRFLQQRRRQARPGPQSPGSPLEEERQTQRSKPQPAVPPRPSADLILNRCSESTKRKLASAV
EBV gp42 inh: inhibitors of Epstein-Barr virus glycoprotein 42; Q1HVG2; Fluorescence polarization binding assay, mP read-out; inhibition, % (tested at 21.74 µM); actives 0.42% (n = 220,000); AID 1085; in the data active = inhibition above about 50%
Runt-SMMHC FRET: inhibitors of human RUNX1 Runt domain binding to CBFb-SMMHC; AID 1434; actives 0.74% (n = 220,000); inhibition, % at 20 µM; Q01196+Q13951; Cerulean-Runt/Venus-CBFb-SMMHC FRET ratio 530/480, 1 h;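 active = mean inhibition across duplicate retests at 20 µM reaching about 50%, limit read from the data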;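 also: 0% = DMSO wells and 100% = wells with excess untagged CBFb-SMMHC; inhibitors lower the FRET ratio by blocking Runt binding to CBFb-SMMHC; some results filed as inactive read as strong as hits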
Hck Nef HTS: human Hck-Nef kinase inhibition. actives 0.68% (n = 220,000). P08631. Recombinant Hck-YEEI plus Nef, Z-Lyte FRET kinase assay. inhibition, % at 20 µM;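 active = Hck-Nef kinase inhibition above about 50%, limit read from the data; inactive = inhibition below that limit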;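 also: 0% = DMSO with Hck plus Nef and 100% = Hck alone without Nef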
Target sequence (P08631 whole entry, looked up): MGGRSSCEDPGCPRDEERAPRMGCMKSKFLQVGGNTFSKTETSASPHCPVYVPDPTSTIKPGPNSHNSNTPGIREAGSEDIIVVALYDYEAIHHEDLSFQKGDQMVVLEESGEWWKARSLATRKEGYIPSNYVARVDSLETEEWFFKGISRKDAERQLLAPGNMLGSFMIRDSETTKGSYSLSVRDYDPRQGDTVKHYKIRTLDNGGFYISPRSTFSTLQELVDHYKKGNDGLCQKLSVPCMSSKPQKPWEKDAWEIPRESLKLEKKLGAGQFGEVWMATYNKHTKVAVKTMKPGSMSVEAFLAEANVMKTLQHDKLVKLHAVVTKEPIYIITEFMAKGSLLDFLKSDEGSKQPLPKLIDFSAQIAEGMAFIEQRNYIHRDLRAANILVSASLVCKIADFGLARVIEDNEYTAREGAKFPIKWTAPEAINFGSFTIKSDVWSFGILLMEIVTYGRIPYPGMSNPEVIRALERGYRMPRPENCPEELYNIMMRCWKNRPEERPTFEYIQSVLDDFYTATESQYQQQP
Mdm2 ligase inh: Mdm2 E3 ligase (human) inhibition | Q00987 | signal enhancement, % at 5 µM | actives 0.11% (n = 210,000) | AID 1230 | cell-based MDM2 ubiquitination luciferase reporter, 2 h; 0 = plate control, 100 = twice control, blank-subtracted;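 active = signal enhancement of 30% or more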;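 also: luminescence tracks abundance of the self-degrading MDM2-luciferase fusion protein; higher signal means inhibition of MDM2 E3 ligase activity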
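Timing – 2 h compound exposure at 37 °C · Assay system – mammalian cells stably expressing self-ubiquitinating, self-degrading MDM2 E3–luciferase fusion · Amount – 2000 cells seeded into each well · Measure – % luminescence enhancement versus blank-corrected plate control mean · Measured by – SteadyLite luminescence, 15 min reagent step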
14-3-3 Bad inh: disrupts binding of bovine 14-3-3 zeta to phospho-Bad peptide; TR-FRET 14-3-3zeta/Dy647-pBad peptide displacement, 1 h; inhibition, % at 21.7 µM; actives 0.71% (n = 220,000);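 active = inhibition above about 70%, limit read from the data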;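 also: 0% = full 14-3-3 plus peptide FRET controls and 100% = background without 14-3-3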
Runt-CBFb FRET: blocks binding of human RUNX1 Runt domain to CBFb; inhibition, % at 20 µM; AID 1496; Cerulean-Runt/Venus-CBFb FRET ratio 530/480, 1 h; actives 0.46% (n = 220,000); Q01196+Q13951;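 active = inhibition over about 50% at 20 µM in the single-dose screen, limit read from the data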;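 also: 0% = DMSO wells and 100% = excess unlabeled CBFb competitor control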
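test system = Cerulean-Runt domain fusion protein, energy donor | probe or stimulus = Venus-CBFb binding partner, 100 nM | incubation = two 1 h room-temperature incubations shielded from light | detection = fluorescence energy transfer, 422 nm excitation, 530/480 nm emission | measure = loss of energy transfer signal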
zVAD death inh: blocks zVAD induced death of L929 cells | actives 0.38% (n = 220,000) | viability rescue, % at 10 µM | L929 zVAD necroptosis rescue, ATP luminescence, 24 h; with zVAD 60 µM | AID 1377;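 active = activation, scaled between plate controls, above about 75%, limit read from the data; inactive = activation under that limit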;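 also: 0% = zVAD with DMSO and 100% = DMSO alone without zVAD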
TbHK1 inh: blocks Trypanosoma brucei hexokinase 1 activity; AID 1430; recombinant TbHK1, G6PDH-coupled NADH A340; inhibition, % at 10 µM; actives 0.11% (n = 220,000);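 active = inhibition of 50% or more in the single-dose primary screen; inactive = inhibition below 50%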
The depositor's hits bear a star; [ ] = remark or other dose.

`O=C1N=C(N2CCOCC2)S/C1=C\c1ccc(OS(=O)(=O)c2ccccc2)cc1` gave p47phox inh -11, EBV gp42 inh -8, Runt-SMMHC FRET 3, Hck Nef HTS 12, Mdm2 ligase inh -2, 14-3-3 Bad inh 11, Runt-CBFb FRET -3, zVAD death inh -0.6 and TbHK1 inh -18.
Screening COC(=O)/C(=N/Nc1ccc(C)cc1)N1CCCc2ccccc21 returned p47phox inh -7, EBV gp42 inh -19, Runt-SMMHC FRET -2, Hck Nef HTS 0, Mdm2 ligase inh -7, 14-3-3 Bad inh 4, Runt-CBFb FRET -2, zVAD death inh -0.6 and TbHK1 inh -9.
`Cc1ccc2nc(CCc3nc4ccc(C)cc4o3)oc2c1` gave p47phox inh -14, EBV gp42 inh -12, Runt-SMMHC FRET 0, Hck Nef HTS 3, Mdm2 ligase inh -21, 14-3-3 Bad inh -3, Runt-CBFb FRET 0, zVAD death inh 0.3 and TbHK1 inh 6.
For CCCc1nn2c(=O)c(C(c3cccc(Cl)c3)c3c(O)nc4sc(CCC)nn4c3=O)c(O)nc2s1 the results were p47phox inh -12, EBV gp42 inh -23, Runt-SMMHC FRET -3, Hck Nef HTS 1, Mdm2 ligase inh -7, 14-3-3 Bad inh -1, Runt-CBFb FRET 0, zVAD death inh 1.0 and TbHK1 inh 5.
CCc1ccc2nc(SCC(=O)Nc3nnc(C)s3)c(C)cc2c1 was read as p47phox inh 6, EBV gp42 inh -12, Runt-SMMHC FRET 0, Hck Nef HTS -2, Mdm2 ligase inh -9, 14-3-3 Bad inh 6, Runt-CBFb FRET 2, zVAD death inh 1.2 and TbHK1 inh 0.
For CCOc1ccc(N2C(=O)NC(Cc3c[nH]c4ccccc34)C2=O)cc1 (configuration not stated) the results were p47phox inh -3, EBV gp42 inh -4, Runt-SMMHC FRET -1, Hck Nef HTS 0, Mdm2 ligase inh -2, 14-3-3 Bad inh -17, Runt-CBFb FRET -1, zVAD death inh 0.0 and TbHK1 inh 0.
CSc1nc2ccc(NC(=O)c3ccc(F)c(F)c3)cc2s1 was read as p47phox inh -5, EBV gp42 inh -6, Runt-SMMHC FRET 2, Hck Nef HTS 16, Mdm2 ligase inh -6, 14-3-3 Bad inh -3, Runt-CBFb FRET -2, zVAD death inh 1.3 and TbHK1 inh -3.
For COc1ccc(/C(C)=N/OCC(=O)Nc2nc3ccccc3s2)cc1OC the results were p47phox inh -52, EBV gp42 inh -12, Runt-SMMHC FRET -6, Hck Nef HTS 2, Mdm2 ligase inh -5, 14-3-3 Bad inh -8, Runt-CBFb FRET -2, zVAD death inh 1.4 and TbHK1 inh -2.
For COC(=O)CCCCCCCC(=O)Nc1nnc(C(F)(F)F)s1 the results were p47phox inh -9, EBV gp42 inh 6, Runt-SMMHC FRET 0, Hck Nef HTS -14, Mdm2 ligase inh -20, 14-3-3 Bad inh -4, Runt-CBFb FRET 0, zVAD death inh 0.2 and TbHK1 inh 3.
`O=C(O)CSC(=S)N1CCCCC1` gave p47phox inh 0, EBV gp42 inh -18, Runt-SMMHC FRET -7, Hck Nef HTS 1, Mdm2 ligase inh -1, 14-3-3 Bad inh -1, Runt-CBFb FRET -1, zVAD death inh 0.9 and TbHK1 inh -1.

Next section, overlapping the part above by 2 compounds.
For COC(=O)CCCCCCCC(=O)Nc1nnc(C(F)(F)F)s1 the results were p47phox inh -9, EBV gp42 inh 6, Runt-SMMHC FRET 0, Hck Nef HTS -14, Mdm2 ligase inh -20, 14-3-3 Bad inh -4, Runt-CBFb FRET 0, zVAD death inh 0.2 and TbHK1 inh 3.
`O=C(O)CSC(=S)N1CCCCC1` gave p47phox inh 0, EBV gp42 inh -18, Runt-SMMHC FRET -7, Hck Nef HTS 1, Mdm2 ligase inh -1, 14-3-3 Bad inh -1, Runt-CBFb FRET -1, zVAD death inh 0.9 and TbHK1 inh -1.
For CC1=C(C(=O)OC2CCCCCCC2)C(c2cc3c(cc2Br)OCO3)CC(=O)N1 (configuration not stated) the results were p47phox inh -11, EBV gp42 inh -4, Runt-SMMHC FRET 0, Hck Nef HTS -16, Mdm2 ligase inh -16, 14-3-3 Bad inh 9[fluorescence artefact?], Runt-CBFb FRET -3, zVAD death inh -0.1 and TbHK1 inh 30.
For CCc1ccc(/C=N/n2c(C)cc(C)c(C#N)c2=O)cc1 the results were p47phox inh -8, EBV gp42 inh -8, Runt-SMMHC FRET 5, Hck Nef HTS 4, Mdm2 ligase inh 0, 14-3-3 Bad inh -20[fluorescence artefact?], Runt-CBFb FRET -3, zVAD death inh 1.3 and TbHK1 inh 19.
`COc1ccc(-n2c(=O)cc(N3CCOCC3)[nH]c2=O)cc1` gave p47phox inh 4, EBV gp42 inh 3, Runt-SMMHC FRET 2, Hck Nef HTS -20, Mdm2 ligase inh -13, 14-3-3 Bad inh 3, Runt-CBFb FRET 0, zVAD death inh 0.3 and TbHK1 inh 1.
O=C(O)C1C2CCC(C2)C1C(=O)Nc1cc(F)ccc1F (configuration not stated) was read as p47phox inh -9, EBV gp42 inh 29, Runt-SMMHC FRET -4, Hck Nef HTS -1, Mdm2 ligase inh -10, 14-3-3 Bad inh 3[fluorescence artefact?], Runt-CBFb FRET 0, zVAD death inh 0.8 and TbHK1 inh -1.
For CCN(CC)CC(=O)Nc1ccc(/C(C)=N/NC2=NCCN2)cc1 the results were p47phox inh -3, EBV gp42 inh -11, Runt-SMMHC FRET 1, Hck Nef HTS 18, Mdm2 ligase inh -9, 14-3-3 Bad inh -8, Runt-CBFb FRET 1, zVAD death inh -1.1 and TbHK1 inh -3.
For COc1ccc(NC(=O)CSc2nnc(Cc3cccn3C)n2-c2ccc(F)cc2)cc1OC the results were p47phox inh 2, EBV gp42 inh -18, Runt-SMMHC FRET -8, Hck Nef HTS 18, Mdm2 ligase inh -11, 14-3-3 Bad inh 23, Runt-CBFb FRET 0, zVAD death inh 0.5 and TbHK1 inh -8.
For O=C1N=C(N2CCN(Cc3ccccc3)CC2)S/C1=C/c1cccs1 the results were p47phox inh -13, EBV gp42 inh -16, Runt-SMMHC FRET -10, Hck Nef HTS 12, Mdm2 ligase inh -7, 14-3-3 Bad inh 4, Runt-CBFb FRET 1, zVAD death inh 1.0 and TbHK1 inh -34.
`Cc1cc(-c2nc(C)c(-c3nnc(SCC(=O)Nc4ccccc4)n3C)s2)no1` gave p47phox inh -5, EBV gp42 inh -6, Runt-SMMHC FRET 0, Hck Nef HTS 7, Mdm2 ligase inh -11, 14-3-3 Bad inh -5, Runt-CBFb FRET 1, zVAD death inh -0.5 and TbHK1 inh -13.
Screening Cc1cc(N)n(-c2ccc(S(=O)(=O)c3ccc(C(C)C)cc3)cc2)n1 returned p47phox inh -5, EBV gp42 inh -19, Runt-SMMHC FRET 1, Hck Nef HTS 13, Mdm2 ligase inh 0, 14-3-3 Bad inh -9, Runt-CBFb FRET -2, zVAD death inh 1.8 and TbHK1 inh 4.
Cc1ccc(C(=O)Nc2ccccc2C(=O)O)cc1S(=O)(=O)NCc1ccccc1 was read as p47phox inh -1, EBV gp42 inh -6, Hck Nef HTS 22, Mdm2 ligase inh -2, 14-3-3 Bad inh 1, zVAD death inh 4.9 and TbHK1 inh -3.
`O=C(NC1C2CC3CC(C2)CC1C3)c1ccc(N2CCNCC2)c([N+](=O)[O-])c1` (configuration not stated) gave p47phox inh 5, EBV gp42 inh -9, Runt-SMMHC FRET 2, Hck Nef HTS 15, Mdm2 ligase inh -17, 14-3-3 Bad inh -1, Runt-CBFb FRET -1, zVAD death inh 10 and TbHK1 inh -1.
`Cc1ccc(C(=O)CNc2ccc(C)c(Cl)c2)cc1` gave p47phox inh 5, EBV gp42 inh -10, Runt-SMMHC FRET 1, Hck Nef HTS 3, Mdm2 ligase inh 4, 14-3-3 Bad inh -16[fluorescence artefact?], Runt-CBFb FRET 2, zVAD death inh 0.2 and TbHK1 inh -6.
CC(=O)N1CCN(S(=O)(=O)c2ccc(S(=O)(=O)NCC(C)C)cc2)CC1 was read as p47phox inh -2, EBV gp42 inh -23, Runt-SMMHC FRET 1, Hck Nef HTS 0, Mdm2 ligase inh -9, 14-3-3 Bad inh 2, Runt-CBFb FRET 0, zVAD death inh -0.1 and TbHK1 inh 3.
Screening O=C(C(=O)N1CCc2ccccc2C1)c1cn(CC(=O)N2CCCCC2)c2ccccc12 returned p47phox inh -2, EBV gp42 inh -2, Runt-SMMHC FRET -1, Hck Nef HTS 0, Mdm2 ligase inh -2, 14-3-3 Bad inh 2, Runt-CBFb FRET -4, zVAD death inh 1.1 and TbHK1 inh -12.
COc1cc(NC(=O)CN(C)Cc2ccc(OC(F)F)cc2)c(C)cc1[N+](=O)[O-] was read as p47phox inh -6, EBV gp42 inh -8, Runt-SMMHC FRET 2, Hck Nef HTS 0, Mdm2 ligase inh -15, 14-3-3 Bad inh -4, Runt-CBFb FRET -2, zVAD death inh 0.3 and TbHK1 inh -10.
`COC(=O)c1cc(CSC(=N)N)ccc1OCCC(C)C` gave p47phox inh -9, EBV gp42 inh -13, Runt-SMMHC FRET 3, Hck Nef HTS 15, Mdm2 ligase inh -15, 14-3-3 Bad inh 2, Runt-CBFb FRET -3, zVAD death inh 17 and TbHK1 inh 9.
`CCN(CC)C(=O)C(C)N(C#N)c1nc(SC)nc(N(C)C)n1` (configuration not stated) gave p47phox inh -12, EBV gp42 inh -23, Runt-SMMHC FRET 1, Hck Nef HTS -5, Mdm2 ligase inh -9, 14-3-3 Bad inh -10, Runt-CBFb FRET 1, zVAD death inh -1.1 and TbHK1 inh -2.
For CCC(CC)c1nnc(NC(=O)c2ccc3ccccc3n2)s1 the results were p47phox inh -18, EBV gp42 inh -25, Runt-SMMHC FRET 2, Hck Nef HTS -1, Mdm2 ligase inh -2, 14-3-3 Bad inh 6, Runt-CBFb FRET 0, zVAD death inh -0.2 and TbHK1 inh -11.
`CN1CCN(c2ccc(S(=O)(=O)Nc3ccccc3)cc2[N+](=O)[O-])CC1` gave p47phox inh -7, EBV gp42 inh 5, Runt-SMMHC FRET 2, Hck Nef HTS -2, Mdm2 ligase inh -15, 14-3-3 Bad inh 7, Runt-CBFb FRET 1, zVAD death inh -0.7 and TbHK1 inh -2.
`C[N+]1(C)CC2=Cc3ccccc3CC2C1` (configuration not stated) gave p47phox inh 1, EBV gp42 inh -17, Runt-SMMHC FRET 1, Hck Nef HTS 18, Mdm2 ligase inh -4, 14-3-3 Bad inh 2, Runt-CBFb FRET 1, zVAD death inh -0.4 and TbHK1 inh -1.
For Cc1nc(=O)c(-c2ccccc2)c(C)n1-c1cccc(C(=O)O)c1 the results were p47phox inh -6, EBV gp42 inh -19, Runt-SMMHC FRET -3, Hck Nef HTS 2, Mdm2 ligase inh -20, 14-3-3 Bad inh 8, Runt-CBFb FRET -2, zVAD death inh -0.2 and TbHK1 inh -1.
Screening Cc1ccc(-c2nc(C#N)c(NCC3CCCO3)o2)cc1 (configuration not stated) returned p47phox inh -4, EBV gp42 inh 2, Hck Nef HTS 18, Mdm2 ligase inh -4, 14-3-3 Bad inh -8, zVAD death inh 0.5 and TbHK1 inh -11.
